NCI-60 one-dose screen, 48 h, at 10 µM unless noted. Numbers give growth in % (100 = growth as untreated, 0 = no growth, -100 = all killed).
SK-MEL-2 = SK-MEL-2 melanoma; actives 4.7% (n = 77,000)
MALME-3M = MALME-3M melanoma | actives 5.8% (n = 78,000) | AID 1794766
UACC-257 = UACC-257 melanoma; actives 4.4% (n = 78,000); AID 1794764
MDA-MB-435 = MDA-MB-435 melanoma. actives 7.8% (n = 82,000). AID 1794794
SK-MEL-5 = SK-MEL-5 melanoma; actives 6.4% (n = 80,000); AID 1794755
M14 = M14 melanoma; actives 6.2% (n = 80,000)
UACC-62 = UACC-62 melanoma | actives 5.4% (n = 81,000) | AID 1794756
SK-MEL-28 = SK-MEL-28 melanoma | AID 1794761 | actives 4.1% (n = 81,000)
* hit, by the source's call; / = no result given; & = joins results of further samples; [ ] = another dose, or the depositor's remark. The calls were made as follows: active = growth percent below 10; inactive = the rest. This is a subset; count on the stated rates, not on these rows.

Start of the data: the first seven compounds, ahead of the listing:
no.	SMILES	SK-MEL-2	MALME-3M	UACC-257	MDA-MB-435	SK-MEL-5	M14	UACC-62	SK-MEL-28
1	C#Cc1cccc(NC(=O)C2CCN(S(=O)(=O)F)CC2)c1	103[8.25 µM]	101[8.25 µM]	92[8.25 µM]	106[8.25 µM]	100[8.25 µM]	106[8.25 µM]	94[8.25 µM]	106[8.25 µM]
2	N#CCO	114	/	92	101	99	101	109	104
3	COc1cc2c(cc1OC)[C@H]1C[C@H](O)CN1CC2	/	108	104	102	109	107	95	107
4	COc1ccc(C(=O)CC(c2ccc3c(c2)OCO3)c2c(O)c3ccccc3oc2=O)cc1OC (stereo not drawn)	105&106	104&112	98&103	108&107	105&96	100&108	106&103	108&111
5	O=C(O)c1ccccc1N(CCO)CCCl	116	87	99	112	101	96	94	100
6	COc1cc(/C=C/[N+](=O)[O-])cc(OC)c1OC	64	-30*	-16*	-22*	/	-6.3*	-27*	-7.3*
7	O=C1NC(=O)C(=Cc2cn(Cc3ccccc3)c3ccccc23)C(=O)N1	105	109	34	91	101	99	41	98

This part in full (from the top)
no.	SMILES	SK-MEL-2	MALME-3M	UACC-257	MDA-MB-435	SK-MEL-5	M14	UACC-62	SK-MEL-28
1	C#Cc1cccc(NC(=O)C2CCN(S(=O)(=O)F)CC2)c1	103[8.25 µM]	101[8.25 µM]	92[8.25 µM]	106[8.25 µM]	100[8.25 µM]	106[8.25 µM]	94[8.25 µM]	106[8.25 µM]
2	N#CCO	114	/	92	101	99	101	109	104
3	COc1cc2c(cc1OC)[C@H]1C[C@H](O)CN1CC2	/	108	104	102	109	107	95	107
4	COc1ccc(C(=O)CC(c2ccc3c(c2)OCO3)c2c(O)c3ccccc3oc2=O)cc1OC (stereo not drawn)	105&106	104&112	98&103	108&107	105&96	100&108	106&103	108&111
5	O=C(O)c1ccccc1N(CCO)CCCl	116	87	99	112	101	96	94	100
6	COc1cc(/C=C/[N+](=O)[O-])cc(OC)c1OC	64	-30*	-16*	-22*	/	-6.3*	-27*	-7.3*
7	O=C1NC(=O)C(=Cc2cn(Cc3ccccc3)c3ccccc23)C(=O)N1	105	109	34	91	101	99	41	98
8	C#CC1(O)CCCC1	96	103	93	109	102	106	110	103
9	OC1CN2CCC[C@@H](O)[C@@H]2C1O (stereo partly drawn)	/	107	/	113	102	108	99	101
10	COC(=O)[C@@H](C)C[C@H](Cc1ccccc1)NC(=O)c1nc([C@@H](C[C@H](C(C)C)N(C)C(=O)[C@@H](NC(=O)[C@H]2CC(=O)CCN2C)C(C)C)OC(C)=O)sc1C(C)C	5.7*	44	78	-43*	-14*	-10*	36	52
11	COc1ccc(CC(=O)C2C(=O)N(C)c3ccccc32)cc1OC (stereo not drawn)	112	125	116	109	108	110	97	118
12	COC(=O)[C@@H](C)C[C@H](Cc1ccccc1)NC(=O)c1csc([C@@H](C[C@H](C(C)C)N(C)C(=O)[C@@H](NC(=O)[C@H]2CCCCN2C)c2ccc(F)cc2)OC(C)=O)n1	30	66	53	-28*	-46*	-6.9*	40	50
13	C=CCN=C1N[C@]23CC(=O)CC[C@]2(C)[C@H]2CC[C@]4(C)C(=O)CC[C@H]4[C@@H]2C[C@@H]3S1	103	82	103	100	96	89	91	100
14	COc1ccc(/C=C\c2cc(OC)c(OC)c(OC)c2)cc1OCC(=O)Nc1nc2ccc(OC(F)(F)F)cc2s1	16	26	59	-30*	27	11	31	34
15	CCOP(=S)(N/N=C1/CCCC(C)C1)OCC (stereo not drawn)	106	106	118	110	85	115	101	108
16	CCCCCCCCNP(=S)(NCCCCCCCC)NCCCCCCCC	96	90	/	100	102	97	93	104
17	COC(=O)C1=C(OC)C(=O)OC12C(=O)N(C)c1ccc(Cl)cc12 (stereo not drawn)	102	105	95	98	116	93	100	142
18	COC(=O)C(Cl)Cl	120	/	100	104	102	112	102	105
19	CC1=CC23C(COC(=O)C24CO4)C(C(=O)O)=CC3C1C (stereo not drawn) (tested in a mixture with another compound)	121	106	105	95	104	94	92	/
20	O=NN1CCCc2cccc(O)c21	56	38	57	52	20	22	27	67
21	CC(C)(NC(=O)O[C@@H]1CN2CCC1CC2)c1csc(-c2cccc(O)c2)n1	88	/	85	98	97	83	84	96
22	CC(C)(C)NCCCN1CC1(C)C (stereo not drawn)	110	/	104	100	96	108	100	107
23	CCOC(=O)/C(=C\c1ccc(C(F)(F)F)cc1)[Se]c1ccccc1	107	116	102	111	101	105	94	106
24	C=CC[C@]1(O)CCC2C3CCC4=CC(=O)CCC4=C3C=C[C@@]21C (stereo partly drawn)	108	108	107	103	111	104	93	110
25	c1ccc2c(CN3CC3)c[nH]c2c1	120	119	104	101	105	98	114	127
26	C[As](=O)(O)c1ccc(C(=O)O)cc1	100	112	102	98	108	104	101	106
27	Cc1ccc(NC(=O)CBr)cc1	110	87	/	102	96	98	87	102
28	CN(C)CCc1ccc(OC(=O)c2ccc([N+](=O)[O-])cc2)cc1	95	102	114	108	110	109	107	108
29	O=C(O)C(Br)C(Br)C(=O)O (stereo not drawn)	98	101	105	105	101	97	102	111
30	CC(NC(=O)C(Cl)Cl)C(=O)O (stereo not drawn)	91	99	/	95	107	105	99	107

Ordered by formula weight (largest number first): 6 of the compounds above.
no.	SMILES	SK-MEL-2	MALME-3M	UACC-257	MDA-MB-435	SK-MEL-5	M14	UACC-62	SK-MEL-28
23	CCOC(=O)/C(=C\c1ccc(C(F)(F)F)cc1)[Se]c1ccccc1	107	116	102	111	101	105	94	106
28	CN(C)CCc1ccc(OC(=O)c2ccc([N+](=O)[O-])cc2)cc1	95	102	114	108	110	109	107	108
1	C#Cc1cccc(NC(=O)C2CCN(S(=O)(=O)F)CC2)c1	103[8.25 µM]	101[8.25 µM]	92[8.25 µM]	106[8.25 µM]	100[8.25 µM]	106[8.25 µM]	94[8.25 µM]	106[8.25 µM]
29	O=C(O)C(Br)C(Br)C(=O)O (stereo not drawn)	98	101	105	105	101	97	102	111
3	COc1cc2c(cc1OC)[C@H]1C[C@H](O)CN1CC2	/	108	104	102	109	107	95	107
26	C[As](=O)(O)c1ccc(C(=O)O)cc1	100	112	102	98	108	104	101	106

(cont.)
no.	SMILES	SK-MEL-2	MALME-3M	UACC-257	MDA-MB-435	SK-MEL-5	M14	UACC-62	SK-MEL-28
31	CCc1cccc(CC)c1NC(=O)NCCN1CC1	127	122	100	104	109	102	112	119
32	Nc1cccc(P(N)(N)=O)c1	115	124	106	113	105	107	112	124
33	O=NN(Cc1ccccc1)Cc1ccccc1	112	88	118	97	105	103	/	109
34	O=C(CCl)OCCOC(=O)CCl	101	105	98	106	114	101	110	117
35	CCCCCN(CCCl)C1c2ccccc2-c2ccccc21	107	96	87	96	72	92	69	98
36	CCC1(c2ccc(N)cc2)CCC(=O)NC1=O (stereo not drawn)	109	117	99	98	105	112	98	116
37	Cc1cc(C)c(C[N+](C)(C)C)c(C)c1C	-20*	/	17	9.1*	5.6*	11	/	-9.1*
38	C[N+](C)(C)Cc1ccccc1C[N+](C)(C)C	103	93	106	102	107	99	105	109
39	Clc1ccc(C(c2ccccc2Cl)C(Cl)(Cl)Cl)cc1 (stereo not drawn)	98	102	/	106	103	94	96	103
40	ClCCN1CCSCC1	114	101	104	106	112	107	101	118
41	COc1cc(C=C2C(=O)NC(=S)NC2=O)ccc1O	91	113	101	108	102	112	103	117
42	CN1CCC(c2c[nH]c3ccccc23)C1 (stereo not drawn)	88	112	55	98	130	93	107	107
43	Cc1sc2nc(N3CCNCC3)[nH]c(=O)c2c1C	111	91	/	95	103	95	110	112
44	CC12CCC3C(CCC4CC(O)CCC43C)C1CC(CO)C2=O (stereo not drawn)	98	108	96	99	98	103	100	102
45	C[C@@H]1C[C@@H]([C@H](O)CC2CC(=O)NC(=O)C2)C(=O)[C@@H](C)C1	-6.5*	2.0*	-4.8*	9.8*	0.5*	-9.1*	5.4*	-13*
46	COC(=O)C1CCC(NC(=O)c2csc([C@@H](C[C@H](C(C)C)N(C)C(=O)[C@@H](NC(=O)[C@H]3CCCCN3C)C(C)C)OC(C)=O)n2)CC1 (stereo partly drawn)	29	58	/	-49*	-28*	1.5*	48	60
47	COC(=O)CC12CC(NC(=O)c3csc([C@@H](C[C@H](C(C)C)N(C)C(=O)[C@@H](NC(=O)[C@H]4CCCCN4C)C(C)C)OC(C)=O)n3)(C1)C2	52	51	/	-40*	-30*	7.0*	50	59
48	CC(Cl)CN(C)Cc1ccccc1 (stereo not drawn)	99	121	96	112	105	89	91	112
49	C/C(CC(C)(C)N1CC1)=N\O	111&106	108&138	105&102	90&102	100&117	105&104	115&98	109&113
50	CCOP(=O)(OCC)Oc1cc(C)c(N(C)C)c(C)c1	100	140	106	107	102	103	94	165
51	O=Nc1c(O)[nH]c(=O)[nH]c1=O	109	107	110	116	/	105	101	111
52	NC(=S)C(N)=S	110	111	100	112	97	/	102	107
53	CC/C(=N/OC(=O)N(C)C)c1ccccc1	100	88	103	104	100	104	109	106
54	CN1C(=O)N(C)C(O)C(Cl)(Br)C1=O (stereo not drawn)	92	101	102	105	103	100	92	111
55	COC(=O)C1(c2cccs2)CCN(C)CC1	108	100	94	102	103	107	93	102
56	CC[C@H](/C=C/[C@@H](C)[C@H]1CC[C@@H]2[C@]1(C)CC[C@H]1[C@]23C=C[C@]2(C[C@@H](O)CC[C@]12C)OO3)C(C)C	98	99	103	98	95	101	72	116
57	ClC(Cl)(Cl)Sn1cccn1	103	103	/	103	103	104	/	102
58	O=C(O)C(Cl)(Cl)C(F)(F)F	105	105	105	98	103	105	105	110
59	Nc1nc(N)nc(Cl)n1	101	96	95	107	99	/	95	109
60	CN1CCN(C(=O)COc2ccc(C=C3C(=O)NC(=S)NC3=O)cc2)CC1	104	102	101	104	99	106	108	107
61	Cc1cc(-c2nc3cc(F)ccc3[se]2)cc(F)c1N	101	85	99	101	81	90	86	121
62	NC(N)=NNC=O	111	99	104	99	107	108	108	120
63	C=CC(CN1CC1)OC(C)=O (stereo not drawn)	120	106	128	107	102	104	111	126
64	C/C1=C\[C@H](C)C[C@H](C)OC(=O)C[C@H](c2ccc(O)cc2)NC(=O)[C@@H](Cc2c(Br)[nH]c3ccccc23)N(C)C(=O)[C@H](C)NC(=O)[C@@H](C)C1	-67*	-65*	0.6*	-12*	-74*	-71*	-1.8*	/
65	CCOP(=O)(OCC)Oc1c(Cl)c(Cl)c(O)c(Cl)c1Cl	94	105	95	94	98	98	102	99
66	O=S(=O)(O)C(Br)(Br)Br	104	93	106	108	99	97	109	102
67	COC(C(=O)O)(c1ccccc1)c1ccccc1	111	94	98	95	99	99	92	100
68	CCOP(=O)(NCCCOC)OCC	93	101	96	107	106	101	109	113
69	CN(N=O)c1ccccc1	115	/	111	110	101	101	/	116
70	Nc1ccc(CCNS(=O)(=O)c2cccc(S(=O)(=O)F)c2)cc1	108	102	102	99	99	100	107	103
71	O=[N+]([O-])O[C@H]1CO[C@H]2[C@@H]1OC[C@H]2O[N+](=O)[O-]	114&92	89&119	105&118	98&104	100&106	99&113	93&108	102&122
72	S=C(NCCN1CC1)Nc1cccc2ccccc12	120	121	110	99	103	105	108	120
73	CC1=C(CCCNS(C)(=O)=O)C2=C(C)C3(CC3)[C@@](C)(O)C(=O)C2=C1	-45*	-63*	/	12	-90*	-51*	-53*	-28*
74	C/C=C(\CC)C1(CCC)C(=O)NC(=S)NC1=O	98	103	105	99	104	111	98	95
75	CCCCCC1(C(C)C)C(=O)NC(=S)NC1=O	98	98	104	105	90	124	88	96
76	Cc1ccccc1-c1nc2c(s1)C1=CC[C@@H]3[C@H](CC[C@]4(C)C(=O)CC[C@@H]34)[C@@]1(C)CC2	105	97	108	99	101	100	93	/
77	NC(CCSC(c1ccccc1)c1ccccc1)C(=O)O (stereo not drawn)	137	111	97	99	101	127	105	110
78	O=C1CNC(c2cccnc2)N1O (stereo not drawn)	99	88	101	94	102	102	101	104
79	O=C1C(=O)c2ccccc2-c2ccccc21	-50*	-94*	-96*	-98*	-96*	-84*	-67*	-91*
80	CCC(CO)NC(=O)C1C=C2c3cccc4[nH]cc(c34)CC2N(C)C1 (stereo not drawn)	105	102	102	125	100	99	95	119
81	CC(C)COC(C[N+](=O)[O-])C(Cl)(Cl)Cl (stereo not drawn)	115	123	96	111	112	105	101	99
82	O=C1C=C2C(=CCOC2O)O1 (stereo not drawn)	10	-29*	-22*	5.6*	79	-19*	-14*	38
83	CN(C)C(=O)Oc1ccc(Cl)cc1Cl	105	105	87	98	/	97	95	108
84	C[C@@]12C[C@H](O)CCN1CCc1ccccc12	109	96	91	108	102	95	94	115
85	O=[N+]([O-])c1c(Br)sc(Br)c1[N+](=O)[O-]	-21*	-41*	-1.0*	17	51	-19*	-1.1*	57
86	CC12CCC(=O)C=C1CC(N1CC1)C1C2CCC2(C)C(O)CCC12 (stereo not drawn)	100	97	91	74	83	101	74	100
87	NNCc1ccccc1	107	94	/	107	106	100	94	110
88	CC(=O)Oc1ccc(Cl)cc1	106	97	95	101	104	99	92	90
89	Nc1ccc(N)c2c1Oc1ccccc1O2	96	111	102	109	73	101	99	108
90	O=C1CC2OCC=C3CN4CCC56c7ccccc7N1C5C2C3CC46 (stereo not drawn)	/	136	121	114	106	103	106	101

Screening results as filed in PubChem BioAssay.
